# AGP1-GFP MLPCN: yeast TOR pathway AGP1-GFP modulation | S. cerevisiae AGP1-GFP multiplex flow cytometry, 3 h; GFP as percent of DMSO wells | GFP response vs DMSO, % at 10 µM | 320,000 compounds, 0.02% hits;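 active = GFP response relative to DMSO above a set limit, near screen average plus 3 SD, cut at about 150% in these data; inconclusive = fewer than 70 cells counted for the yeast strain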;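 note: median GFP channel fluorescence of the gated AGP1 strain per well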
# AHR act: human AHR activation. P35869. AHR-responsive luciferase reporter cells, luminescence. activation, % at 5 µM. 320,000 compounds, 2.5% hits; in the data active = activation above about 47%;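 note: 0% = vehicle wells and 100% = reference agonist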
# LAP4-GFP MLPCN: alters LAP4-GFP fluorescence in TOR pathway yeast screen. S. cerevisiae LAP4-GFP multiplex, flow cytometry GFP, 3 h; median GFP as percent of DMSO wells. GFP response vs DMSO, % at 10 µM. 320,000 compounds, 0.34% hits;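 active = GFP response vs DMSO above a set limit, about the screen mean plus 3 SD, cut at about 150% in these data; inconclusive = under 70 cell events counted for the yeast strain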
# CIT2 TOR yeast: alters CIT2-GFP fluorescence in TOR pathway yeast screen; S. cerevisiae CIT2-GFP strain, flow cytometry, 3 h; 100 means same as DMSO wells; GFP response vs DMSO, % at 10 µM; 320,000 compounds, 0.065% hits;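 active = GFP response relative to DMSO above a set limit, near the screen mean plus 3 SD, cut at about 150% in these data; inconclusive = Fewer than 70 cells measured for a yeast strain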;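 note: ratio of well median GFP fluorescence to mean of DMSO wells on the plate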
# procasp3 activ: activators of human procaspase-3; P42574; recombinant procaspase-3 D3A, Ac-DEVD-pNA absorbance 405 nm; activation, % at 8.5 µM; 330,000 compounds, 0.11% hits; AID 463141;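 active = activation above the mean of all tested compounds plus 3 SD, cut at about 21% in these data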;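 note: 0% = DMSO alone and 100% = DMSO wells spiked with extra 5 µM PC-3 D3A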
# Target sequence (P42574 whole entry D9A/D28A/D175A): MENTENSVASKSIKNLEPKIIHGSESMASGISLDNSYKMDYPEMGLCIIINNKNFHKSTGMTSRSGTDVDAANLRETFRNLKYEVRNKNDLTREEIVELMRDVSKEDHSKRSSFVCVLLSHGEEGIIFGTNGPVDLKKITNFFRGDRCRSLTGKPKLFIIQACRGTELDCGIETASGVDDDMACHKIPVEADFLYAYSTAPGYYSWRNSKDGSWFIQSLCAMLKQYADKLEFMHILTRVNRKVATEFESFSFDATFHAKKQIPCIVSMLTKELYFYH
#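 material = Procaspase-3 D3A mutant | probe or stimulus = Ac-DEVD-pNA | compound = single dose, 8.5 µM nominal compound, 0.8% DMSO | timing = 1 h preincubation, 2 h reaction | measured by = 405 nm absorbance of p-nitroaniline, reads at 0 and 120 min | benchmarks = DMSO-only low control, 5 µM PC-3 D3A high control | repeats = singlicate, each compound tested once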
# procasp7 counter: activates human procaspase-7, counter-screen for procaspase-3 activators. activation, % at 8.5 µM. AID 463210. recombinant procaspase-7, Ac-DEVD-pNA absorbance 405 nm; D23A/D198A/D206A triple mutant, cannot self-cleave; scale: DMSO 0, 5 µM enzyme 100. 330,000 compounds, 0.093% hits. P55210;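 active = percent activation above the screen-wide mean plus 3 SD, cut at about 25% in these data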
# Target sequence (P55210 whole entry D23A/D198A/D206A): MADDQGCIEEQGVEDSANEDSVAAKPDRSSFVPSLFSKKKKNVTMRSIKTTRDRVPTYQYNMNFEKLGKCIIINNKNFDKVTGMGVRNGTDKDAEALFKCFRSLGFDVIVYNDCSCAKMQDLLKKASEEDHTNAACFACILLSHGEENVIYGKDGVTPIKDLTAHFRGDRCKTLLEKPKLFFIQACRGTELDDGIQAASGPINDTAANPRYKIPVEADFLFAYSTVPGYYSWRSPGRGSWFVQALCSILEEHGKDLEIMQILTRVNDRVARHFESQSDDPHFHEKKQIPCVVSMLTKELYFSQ
#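 Material: Procaspase-7 triple mutant (PC-7 D3A) | Quantity: 2 µM procaspase-7 mutant as dispensed | Reagent: DEVD-pNA substrate | Times: 1 h preincubation, 2 h reaction | Technique: 405 nm absorbance of p-nitroaniline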
# RPL19A TOR yeast: yeast TOR pathway RPL19A-GFP modulation. S. cerevisiae RPL19A-GFP strain, flow cytometry, 3 h; stronger effect = lower value. percent response vs DMSO, % at 10 µM. 330,000 compounds, 0.3% hits;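 active = percent response vs DMSO below 50%; inconclusive = fewer than 70 events counted for the yeast strain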;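 note: median channel GFP fluorescence of the barcoded RPL19A-GFP strain; ratio of sample median GFP to plate DMSO average so 100% = DMSO; lower means less RPL19A-GFP as with rapamycin TOR inhibition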
# MEP2 TOR yeast: yeast TOR pathway MEP2-GFP modulation. S. cerevisiae MEP2-GFP strain, flow cytometry GFP, 3 h; 100% = DMSO control level. GFP response vs DMSO, % at 10 µM. 330,000 compounds, 0.51% hits. AID 2016;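 active = GFP response versus DMSO above a set limit, roughly screen mean plus 3 SD, cut at about 180% in these data; inconclusive = fewer than 70 cells counted for a yeast strain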;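 note: median GFP fluorescence of the barcode-gated MEP2-GFP cells per well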
# Numbers without * were called inactive; u = inconclusive; x = no result given.
smiles	AGP1-GFP MLPCN	AHR act	LAP4-GFP MLPCN	CIT2 TOR yeast	procasp3 activ	procasp7 counter	RPL19A TOR yeast	MEP2 TOR yeast
CC(C)(C)C(=O)Nc1c2c(nn1-c1ccccc1)CSC2	95.3	0.5	94.4	93.7	-1.0	0.6	97.1	96.9
CCc1cccc(NC(=O)C2CCN(S(=O)(=O)c3ccc4c(c3)NC(=O)CO4)CC2)c1	97.5	5.1	100.1	94.7	2.4	0.5	97.1	96.5
CC(C)c1nc(SCC(=O)N2c3ccccc3CC2C)c2ccccc2n1 (stereo not drawn)	100.5	-1.7	120.5	96.8	-5.3	5.2	100.2	100.5
COc1ccc(OC)c(NC(=O)c2ccc(CN3CCc4ccccc4C3)cc2)c1	102.7	-0.5	100.3	99.5	-5.8	3.0	99.7	105.9
NC(=NCCc1c[nH]c2ccccc12)NS(=O)(=O)c1cc(F)ccc1F	110.2	6.6	102.2	84.1	-4.7	4.5	99.5	95.7
COc1cc(OC)cc(C(=O)N[C@H](C(=O)OCC(=O)NC(=O)NC(C)(C)C)C(C)C)c1	88.4	-0.4	94.1	95.0	-0.9	7.1	99.6	98.4
COc1ccc(NS(=O)(=O)c2cccc(Cl)c2Cl)cc1S(=O)(=O)N1CCCCC1	110.0	1.8	97.0	108.6	-6.0	-4.8	106.7	105.8
CC(NC(=O)c1ccc(S(=O)(=O)N(C)C)cc1)c1ccccc1 (stereo not drawn)	103.2	3.1	103.8	101.1	-5.3	1.4	100.0	101.8
O=C(CN1CCN(Cc2ccccc2Cl)C1=O)NC1CCCCCC1	102.2	7.6	105.7	98.5	0.5	1.0	95.2	98.3
CCCCn1c(N)c(N(CCOC)C(=O)COC(=O)CCOc2ccccc2C)c(=O)[nH]c1=O	100.2	-0.2	108.7	102.5	-7.0	0.8	98.6	101.0
COC(=O)CN(C#N)c1nc(NC(C)C)nc(NC(C)C)n1	95.7	1.4	95.3	99.7	-1.6	8.2	100.9	105.0
O=C1CC(c2ccc(S(=O)(=O)N3CCN(c4ccccc4)CC3)cc2)CN1 (stereo not drawn)	101.4	0.1	100.2	98.1	-0.3	6.4	99.8	102.3
O=S(=O)(c1cc(Cl)cc(Cl)c1)N1CCCC1c1nc2ccccc2s1 (stereo not drawn)	105.5	2.1	101.9	103.3	2.1	6.8	100.9	106.1
O=c1cc(N2CCc3ccccc3C2)[nH]c(=O)n1-c1ccc(Cl)cc1	94.8	-0.9	94.9	99.5	2.4	4.1	92.2	102.9
COc1ccc2c(c1)CCc1c(C(=O)NCc3ccco3)noc1-2	89.7	2.8	104.7	99.3	3.5	-2.8	101.5	102.5
COc1cccc(NC(=S)N(Cc2cccc(Br)c2)CC2CCC(C(=O)O)CC2)c1 (stereo not drawn)	115.0	4.3	124.4	104.9	-2.0	-25.6	110.7	103.5
O=C(CCn1c(=O)oc2ccccc21)NCCC1=CCCCC1	100.4	1.5	104.9	94.9	-1.8	2.5	96.4	100.6
COc1ccc2[nH]c3c(c2c1)CCN1C(=O)N([C@@H](C)C(=O)NC2CCCC2)C(=O)[C@]31C	107.7	-0.7	103.4	104.3	2.6	-0.5	101.8	103.0
Cc1cccc(NC(=O)Nc2ccc(Cl)cc2)n1	87.8	35.4	100.8	98.8	-2.6	9.0	92.9	99.6
CC1CCN(c2ccc3c(c2)S(=O)(=O)c2cccc(C(=O)NCc4ccc(F)cc4)c2C3=O)CC1	95.8	1.7	101.1	100.7	-6.6	0.5	96.9	90.7
Cc1ccc(C(=O)NCCN2CCOCC2)cc1S(=O)(=O)N1CCCCC1	103.0	x	78.1	113.9	x	x	114.6	104.5
O=C(COC(=O)c1ccc(O)cc1O)NC1CC1	101.2	2.8	98.9	91.7	-0.8	0.5	98.2	96.5
O=C(N/N=C/c1ccc(Sc2nc3ccccc3s2)c([N+](=O)[O-])c1)c1ccccn1	u	-1.0	u	u	0.9	7.8	u	u
Cc1cc(S(=O)(=O)NC2CCCCC2)c(C)s1	93.4	-2.1	98.3	x	-0.1	-0.1	97.5	91.9
O=C(CCCCl)NC(=S)Nc1cc(C(F)(F)F)ccc1N1CCOCC1	97.3	7.2	90.4	105.3	2.5	4.4	99.7	107.3
CCn1c(-c2ccc([N+](=O)[O-])cc2)n[nH]c1=S	113.9	-2.6	105.2	97.9	-4.7	-1.1	100.2	110.6
COc1ccc(N=C2SCC(=O)N2Cc2ccccc2)cc1	94.3	-1.1	100.8	93.2	0.9	-1.5	101.2	93.1
Cc1nc(CS(=O)(=O)c2ccc(Cl)cc2)cc(Sc2ccc(Cl)cc2)n1	106.4	3.9	103.5	102.8	-1.2	5.7	101.8	99.3
O=C(CCSc1nc(-c2ccco2)cc(C(F)(F)F)n1)N1CCN(c2ccccn2)CC1	93.6	17.4	98.2	88.7	0.5	2.1	91.5	100.9
CC(=O)N1CCN(CCN=CC2=C(O)CC(c3ccco3)CC2=O)CC1 (stereo not drawn)	98.4	-0.3	101.0	92.4	-0.8	6.1	97.3	97.1
C#CCOCCOCCOCCNc1nc(N2CCN(C(=O)[C@H]([C@@H](C)CC)n3cc(CCCN=C(N)N)nn3)CC2)nc(N2CCN(C(=O)[C@H](CCCCN)n3cc(CC(C)O)nn3)CC2)n1 (stereo partly drawn)	101.6	0.9	90.4	97.8	-2.0	-3.8	93.9	99.5
C/C(=N/NC(=O)c1ccc(Cl)s1)c1ccc(NC(=O)COc2ccc(Cl)cc2)cc1	105.3	55.0*	104.1	99.3	-2.0	-6.5	101.8	103.4
COc1ccc(N2CCN(C(=O)c3cc(=O)[nH]c4ccccc34)CC2)cc1	108.7	3.8	109.8	102.2	-6.2	8.6	102.5	102.0
COC(=O)c1ccccc1NC(=O)CSc1nc(O)c(-c2ccccc2)c(=O)[nH]1	101.7	6.3	92.2	96.4	-0.1	-4.1	97.1	98.9
CC(C)c1ccc(NC(=O)CCCC(=O)NCCc2ccccc2)cc1	99.6	3.1	93.6	95.5	-1.7	8.4	99.7	96.8
O=C(c1ccc(Br)s1)N1CCc2ccccc2C1	98.7	-2.9	110.7	85.2	1.6	3.5	104.0	102.9
Cc1ccc(-n2nc(C)c(=O)c(-c3ccccc3)c2NC(=O)c2cccs2)cc1	114.8	-1.7	117.8	102.5	3.6	8.8	93.5	98.0
Cc1nc(C(=O)NCCC(C)C)sc1C1(C)CC(c2ccccc2)=NO1 (stereo not drawn)	101.4	3.4	98.4	98.7	6.6	6.0	96.2	94.4
Cc1ccc(CSCCNS(=O)(=O)c2ccc([N+](=O)[O-])cc2)cc1	83.3	3.2	77.4	75.8	2.4	3.1	101.3	96.8
O=C(Nc1ccc(F)cc1)c1ccc(CSc2ccc(Cl)cc2)o1	98.5	0.4	119.5	98.1	3.9	-12.1	96.2	96.6
CC12C(=O)N(NC(=O)c3ccncc3)C(=O)C1C1C=CC2C1 (stereo not drawn)	99.8	1.4	84.9	100.9	4.7	9.0	98.9	95.5
Cc1ccc(N=Nc2ccc3ccccc3c2O)cc1	90.0	52.6*	85.4	104.0	-1.8	5.3	88.2	104.5
O=C(NC1CCCCCC1)C(=S)NC1CCCCC1	107.0	2.1	102.2	99.1	3.7	3.3	98.5	103.5
Cc1ccc(S(=O)(=O)N2CCN(C(=O)COC(=O)COc3ccccc3)CC2)cc1	97.4	-0.2	99.4	97.5	-0.7	11.1	101.7	106.6
CCNC(=S)NNC(=O)c1cccs1	93.7	5.3	94.8	92.6	1.2	8.6	98.4	98.8
Cc1c(N/C=C/C(=O)C(F)(F)F)c(=O)n(-c2ccccc2)n1C	99.5	-1.0	106.2	91.0	-3.8	-3.0	96.1	100.9
O=C1c2ccccc2NC(c2ccccc2)N1Cc1ccccc1 (stereo not drawn)	97.2	0.7	102.6	87.5	1.5	8.5	88.1	93.5
O=C(O)c1cc(N=Nc2c(O)[nH]c3ccc([N+](=O)[O-])cc23)ccc1Cl	106.4	4.6	105.2	114.9	-5.9	5.1	99.3	107.5
CCN1C(=O)c2cccc3c(S(=O)(=O)NCc4ccco4)ccc1c23	104.5	-1.2	105.0	110.1	1.2	-11.3	101.0	100.5
CCc1cc(C(=O)Nc2cc(S(=O)(=O)N(CC)CC)ccc2N2CCN(C)CC2)sc1C	107.7	3.6	113.8	90.0	4.4	4.0	103.1	102.7
COc1ccccc1CNC(=O)C(C)NS(=O)(=O)c1ccc(Br)cc1 (stereo not drawn)	100.0	3.1	86.5	98.0	6.2	-5.9	97.7	96.5
CCOc1ccc(OCCOCCn2ccnc2)cc1	100.6	10.2	99.9	92.6	-4.4	4.4	99.2	99.8
COCC(=O)Nc1c(C(=O)Nc2ccccc2OC)oc2ccccc12	99.5	83.5*	101.8	99.3	4.3	-6.9	98.9	101.4
COC(=O)c1ccc2ccccc2n1	99.9	6.3	105.1	96.2	0.9	-7.8	102.6	100.0
CCC(C(N)=NCCc1ccc(OC)c(OC)c1)c1ccccc1 (stereo not drawn)	102.0	x	94.7	101.0	x	x	104.8	104.8
Cn1c(=O)[nH]c(=O)c2c1nc1n2CCCS1	x	-0.6	102.8	107.0	9.7	8.0	95.6	99.1
CC1=C(C(=O)OCc2ccccc2)C(c2ccccc2Cl)NC(=O)N1CCCCCC(=O)O (stereo not drawn)	100.5	2.1	104.0	103.5	-6.4	2.8	96.2	103.0
Cc1ccc(S(=O)(=O)NC(=O)COc2cc(C)ccc2C(C)C)cc1	91.8	1.8	80.3	x	-2.3	-6.6	105.1	103.5
CN(CC(=O)Nc1ccc(Cl)cc1)C(=O)CCc1c[nH]c2ccccc12	100.6	1.7	91.2	100.6	-3.0	7.6	104.8	103.5
Cc1cccc(NC(=O)C2CCCN2C(=O)OCc2ccccc2)c1 (stereo not drawn)	84.2	-0.6	85.4	78.9	-8.7	-2.2	85.0	88.9

# Continued.
smiles	AGP1-GFP MLPCN	AHR act	LAP4-GFP MLPCN	CIT2 TOR yeast	procasp3 activ	procasp7 counter	RPL19A TOR yeast	MEP2 TOR yeast
CC(CC(=O)N1CCc2ccccc21)c1ccccc1 (stereo not drawn)	99.1	-1.0	120.8	93.0	-3.4	5.7	96.0	103.3
CCCN(CCC)c1nc2ccccc2nc1C(C#N)C(=O)OCCOC (stereo not drawn)	113.6	-8.4	101.4	105.1	7.2	-1.2	100.7	105.3
CN(C)S(=O)(=O)c1ccc(NC(=O)Cn2c(-c3ccccc3)noc2=O)cc1	94.6	0.2	97.5	98.8	1.4	-6.1	96.1	106.1
COc1ccc(Nc2nnc(-c3ccc(C)cc3)c3ccccc23)cc1C(=O)N1CCCCC1	101.8	5.4	108.4	99.0	-1.0	4.9	107.4	107.8

# Looked up above:
# In AGP1-GFP MLPCN, CN(C)S(=O)(=O)c1ccc(NC(=O)Cn2c(-c3ccccc3)noc2=O)cc1 reads 94.6
# In CIT2 TOR yeast, COc1ccc(Nc2nnc(-c3ccc(C)cc3)c3ccccc23)cc1C(=O)N1CCCCC1 reads 99.0
